GlmU inhibition = inhibition of mycobacterial GlmU enzyme – biochemical, glucosamine-1-phosphate acetyltransferase (AID 1376) | inhibition, %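 (tested at 30 µM in the primary screen)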, or IC50 in µM where a hit was titrated | hit rate 0.25% among 220,000 | M. tuberculosis GlmU acetyltransferase enzyme assay; higher % means a stronger effect | Bifunctional protein GlmU (Mycobacterium tuberculosis (strain ATCC 25618 / H37Rv)); in the data active means inhibition above about 13%; inconclusive means no clear call, values can overlap the other calls;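 further: 0% = complete reaction with vehicle and 100% = reaction without substrate; strong numbers were not always called active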
RmlCD inh 1536 = M. tuberculosis RmlC/RmlD coupled enzyme inhibitors, primary screen, biochemical, compound mixtures, 384-well, from 1536-well plates. inhibition, % at 3.6 µM. dTDP-4-dehydrorhamnose reductase (Mycobacterium tuberculosis (strain ATCC 25618 / H37Rv)) …. hit rate 0.03% among 160,000. RmlC+RmlD coupled enzyme assay, percent inhibition; primary screen in compound mixtures; in the data active means inhibition mostly above about 34%, no sharp cut-off; inconclusive means no clear call, values can overlap the other calls; inactive means mostly below about 22%; further: some results filed as inactive read as strong as hits
Target sequence (P9WH09 whole entry, looked up): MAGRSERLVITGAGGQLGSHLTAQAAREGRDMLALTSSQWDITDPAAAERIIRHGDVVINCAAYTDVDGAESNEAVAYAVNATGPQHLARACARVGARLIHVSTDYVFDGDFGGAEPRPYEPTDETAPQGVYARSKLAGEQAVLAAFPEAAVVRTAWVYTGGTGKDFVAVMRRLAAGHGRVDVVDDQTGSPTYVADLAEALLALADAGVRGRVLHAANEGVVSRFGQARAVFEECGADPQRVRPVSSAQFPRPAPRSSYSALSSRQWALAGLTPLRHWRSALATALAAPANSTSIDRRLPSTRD
Target sequence (P9WH11 whole entry, looked up): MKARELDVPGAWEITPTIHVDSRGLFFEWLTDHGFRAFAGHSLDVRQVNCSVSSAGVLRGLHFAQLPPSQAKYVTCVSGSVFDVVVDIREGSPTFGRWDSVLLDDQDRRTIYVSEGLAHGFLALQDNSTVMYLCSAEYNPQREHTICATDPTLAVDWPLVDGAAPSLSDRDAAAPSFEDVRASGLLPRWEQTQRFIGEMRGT
The depositor's hits bear a star; ? = inconclusive; / = no result given. An excerpt (hit frequency here may not be typical).

SMILES,GlmU inhibition,RmlCD inh 1536
CCSc1nnc(NC(=O)Cc2cccc(OC)c2)s1,1.0%,-2.2
COc1cc(CN2CCN(C(=O)COc3ccccc3)CC2)cc(OC)c1OC,7.2%,/
O=C(N1CCCC1)C12CC3CCC(CC(C3)C1)C2,5.6%,-12.5
COC(=O)CN(c1cc(C(F)(F)F)ccc1Cl)S(C)(=O)=O,5.0%,2.8
O=C(COc1cccnc1[N+](=O)[O-])c1ccc(Cl)s1,7.4%,-9.6
[O-]/[N+](=C\c1ccc(F)cc1)c1ccccc1,7.8%,/
CC1CCN(S(=O)(=O)c2ccc(Cl)cc2Br)CC1,-2.4%,/
CCOC(=O)c1sc(NC(=O)CSc2n[nH]c(CC)n2)nc1C,2.1%,-5.0
CCCCSc1cnn(-c2ccccc2)c(=O)c1SCCCC,2.0%,/
CC1(C)OC(=O)C(=Cc2ccc[nH]2)C(=O)O1,-6.8%,4.5
O=C(NCc1nnc(SCC(=O)N2CCC(Cc3ccccc3)CC2)o1)c1ccco1,-8.4%,-5.1
CCOC(=O)N1CCN(C(=O)c2cccc(NC3=NC4CS(=O)(=O)CC4S3)c2)CC1 (stereo not given),6.4%,7.8
CC1(C)COC(c2cccn2Cc2ccc(F)cc2Cl)=N1,1.4%,3.9
CC1CN(C(=O)Nc2cccc(C(F)(F)F)c2)CC(C)O1 (stereo not given),-4.4%,6.8
COCCCNC(=S)Nc1ccc(C)cc1,-2.6%,-9.5
Cc1nc(C(=O)NCC(=O)c2ccccc2)c(C(F)(F)F)o1,-1.2%,10.6
Cn1c(=O)n(C)c2cc(/C=N/NC(=O)c3cc4cc(Br)ccc4o3)ccc21,6.2%,-9.4
Cc1ccc(CNCC(O)(c2ccccc2)c2ccc(F)cc2)cc1 (stereo not given),/,-4.8
CCC(c1nnnn1CCOC)N1CCN(Cc2ccccc2OC)CC1 (stereo not given),0.9%,1.7
Cc1ccc(CNC(=O)Cn2c(=O)n(-c3ccccc3)c(=O)c3sccc32)cc1,4.1%,-6.7
O=C(N/N=C/c1cccnc1)/C(=C\c1cccs1)NC(=O)c1ccccc1,7.2%,-2.6
Cc1cc(N2C(=O)C3C4CC(C(Br)C4Br)C3C2=O)no1 (stereo not given),-5.8%,4.2
CCNc1nc(NC(C)(C)C)nc(SC(C(C)=O)C(C)=O)n1,-0.7%,-4.4
CC1(C)COC(/C=C/c2cccc([N+](=O)[O-])c2)=N1,-3.5%,/
Cc1ccc(NC(=O)CN(C)S(=O)(=O)c2cccc3cccnc23)c(C)c1,7.5%,-9.7
COc1ccc(-c2nc(CS(=O)CC(=O)NCc3ccc(Cl)cc3)c(C)o2)cc1 (stereo not given),-0.3%,1.0
CCCC1=C(C(=O)OCC)C2(C(=O)Nc3ccccc32)C(C#N)=C(N)O1 (stereo not given),7.7%,-9.3
CC(C)Cc1ccc(C(C)C(=O)Nc2nccs2)cc1 (stereo not given),-1.1%,2.8
Nc1cc(N)nc(SCC(=O)N2CCc3ccccc32)n1,1.3%,/
COC(C(=O)Nc1ccc(F)c(F)c1)c1ccccc1 (stereo not given),8.1%,/
O=C(NNC(=O)c1ccccc1C(=O)O)c1ccc(-c2ccccc2)cc1,2.1%,/
CCOc1ccc(CN(C)CC(=O)Nc2ccc3c(c2)CCC3)cc1OC,0.9%,-15.0
CC1Cc2ccccc2N1C(=O)CN1C(=O)C(=O)N(Cc2ccccc2)C1=O (stereo not given),-2.5%,/
COc1ccc(NC(=O)C(CC(C)C)NC(=O)C2CCC(C)CC2)c(OC)c1 (stereo not given),-1.3%,-16.3
CCOC(=O)CNC(=O)c1cc(C)oc1C,-0.2%,5.8
CN(C)/N=C/c1ccc(/C=N/NC(N)=S)o1,-0.4%,-1.5
O=C(CNc1ccccc1)Nc1ccc(F)cc1,3.1%,-1.9
Cc1[nH]n(C(N)=S)c(=O)c1N=Nc1ccc(S(=O)(=O)N2CCCC2)cc1,4.5%,/
Cc1occc1C(=O)NCc1ccccn1,3.8%,/
COc1cc(NC(=O)COc2cccc(OC)c2)cc(OC)c1,-1.6%,/
Cc1ccc(N(CC(=O)NC(C)(C)C)C(=O)CNC(=O)c2cccs2)cc1C,3.4%,-7.3
COc1ccccc1NC(=O)Cc1coc2cc(C)ccc12,2.5%,15.8
O=C(Nc1cccc(C(F)(F)F)c1)C12CC3CC(CC(C3)C1)C2,3.7%,/
CCOC(=O)C1CCN(C(=O)CN(c2cccc(C(F)(F)F)c2)S(C)(=O)=O)CC1,0.6%,13.2
CN(C)/C=N/C(=S)Nc1ccc(Cl)cc1,7.0%,1.8
Cn1cccc1Cc1nnc(SCC(=O)Nc2ccccc2F)n1-c1ccc(F)cc1,-4.0%,/
O=C(OCc1nc2ccc(Cl)cc2n1CCO)c1ccccc1C(=O)c1ccccc1,1.6%,1.4
Clc1cnc(N/N=C/c2ccco2)c(Cl)c1,0.9%,-3.7
O=C(NCc1ccccc1)N1CCN(c2ccc(Cl)c(Cl)c2)CC1,0.8%,/
O=C(Nc1cc(C(=O)N2CCOCC2)cc(C(=O)N2CCOCC2)c1)c1cc(F)c(F)cc1Cl,-1.9%,10.5

Reprinted at random: 5 records from the list, in no set order.
SMILES,GlmU inhibition,RmlCD inh 1536
Cc1ccc(N(CC(=O)NC(C)(C)C)C(=O)CNC(=O)c2cccs2)cc1C,3.4%,-7.3
CN(C)/C=N/C(=S)Nc1ccc(Cl)cc1,7.0%,1.8
Clc1cnc(N/N=C/c2ccco2)c(Cl)c1,0.9%,-3.7
COc1ccccc1NC(=O)Cc1coc2cc(C)ccc12,2.5%,15.8
O=C(NCc1ccccc1)N1CCN(c2ccc(Cl)c(Cl)c2)CC1,0.8%,/

(further entries)
SMILES,GlmU inhibition,RmlCD inh 1536
COc1ccc(-c2cc(=O)[nH][nH]2)cc1OC,3.3%,3.9
CN1CCN(c2cc([N+](=O)[O-])ccc2Cl)CC1,-7.7%,-1.0
COc1ccc(OC)c(C2C3=C(N=c4s/c(=C\c5cccc(O)c5)c(=O)n42)c2ccccc2CC3)c1 (stereo not given),-3.3%,/
COc1ccc(NC(=O)CCCn2c(=O)c3sccc3n(Cc3ccc(C)cc3C)c2=O)cc1,2.3%,/
CCOc1cc(CN2CCN(c3cccc(C(F)(F)F)c3)CC2)ccc1O,0.5%,-6.9
CC1CN(CC(=O)Nc2ccccc2Sc2ccccc2)CC(C)O1 (stereo not given),-6.6%,-3.7
COc1cc(OC)c(C2=NOC(C(=O)NCc3ccc4c(c3)OCO4)C2)cc1Cl (stereo not given),2.1%,-7.0
COc1cccc(C2=NOC(C(=O)Nc3cc(C)on3)C2)c1OC (stereo not given),-6.1%,/
Cc1ccc2oc(-c3ccccc3)nc2c1,-3.5%,/
CCCOc1ccccc1C1CC(=O)Nc2cc3c(cc21)OCO3 (stereo not given),3.6%,1.4
CC(C)Oc1ccc(C2CC(=O)N(c3ccccc3)C2=O)cc1 (stereo not given),6.1%,15.2
CCCNc1nc2c(c(=O)[nH]c(=O)n2C)n1CCC(C)C,-2.0%,13.1
COc1cc2c(cc1OC)C(C(=O)NC1CC1)C1c3ccccc3CCN1C2=O (stereo not given),2.7%,/
O=C(NP(=O)(N1CCCC1)N1CCCC1)C1=C(N2CCOCC2)/C(=C/c2cccc([N+](=O)[O-])c2)CC1,0.6%,8.7
COc1ccc(CNC(=O)c2ccc(N3CCCC3=O)cc2)cc1,2.5%,2.1
COc1ccc(NC(=S)NCCc2c(C)[nH]c3ccc(OC)cc23)cc1,-4.5%,2.7
CC(C)COC(=O)c1cc(-c2ccc(/C=N/n3cnnc3)o2)ccc1Cl,/,8.0
Cc1ccccc1NC(=O)CC1c2ccccc2CC(C)(C)N1C (stereo not given),-1.2%,6.8
CCCNC(=O)COC(=O)c1[nH]c(C)c(C(=O)OCC)c1C,1.3%,/
COc1cccc2cc(C(=O)N3CCN(C(=O)c4ccco4)CC3)c(=O)oc12,4.5%,-7.8
Cc1ccc(C2=NOC(C)(c3sc(-c4ccc(Cl)cc4)nc3C)C2)cc1 (stereo not given),2.5%,/
C/C(=N\S(=O)(=O)c1ccc(C)cc1)Nc1cc(C(C)C)c(O)cc1C,-1.3%,6.0
CCOc1c2ccc(C(=O)NCc3ccc(OC(F)(F)F)cc3)cc2nn1C,-2.3%,/
Cc1ccc(NC(=O)c2sc3nc[nH]c(=O)c3c2C)c(C)c1,0.1%,5.4
Cc1ccc(SCc2noc(C(=O)NC(C)C)c2C(=O)O)cc1C,0.2%,/
CCOC(=O)c1c(NC(=O)CSc2nnc(-c3cccnc3)o2)sc(C(C)=O)c1C,2.9%,/
O=C(CSc1nnc(-c2cccnc2)n1-c1ccccc1)NCc1ccc2c(c1)OCO2,4.9%,/
CCc1cc(N2CCOCC2)cc2c1[nH]c1ccccc12,0.9%,/
CS(=O)(=O)N1CCN(c2ccccc2NC(=O)C(c2ccccc2)c2ccccc2)CC1,-1.3%,2.2
COc1ccccc1N1CCN(Cc2ccccc2F)CC1,1.5%,-6.5
COc1ccc(N(CCCN2C(=O)c3cccc4cccc(c34)C2=O)C(=O)c2cccs2)cc1,8.5%,34.1
Cc1cccc(Cn2c(NCC(C)O)nc3c2c(=O)n(C)c(=O)n3C)c1 (stereo not given),-2.2%,64.0
Cc1cc(-c2ccccc2)n2ncc(-c3ccccc3)c2n1,5.0%,/
Cc1cc(Cl)ccc1NC(=S)NCc1ccc(Cl)cc1,1.3%,-6.7
C/C(=N\Nc1cc(Cl)nc(C)n1)c1ccc(Cl)c(Cl)c1,-2.6%,?
COc1ccccc1C1SCCN1S(=O)(=O)c1cccc(C(F)(F)F)c1 (stereo not given),5.2%,-8.5
CC(C)[N+]1=C2C=CC=CC=C2SC12C([N+](=O)[O-])=CC(=[N+]([O-])[O-])C=C2[N+](=O)[O-] (stereo not given),4.6%,/
C/C(=N/NC(=O)CNC(=O)c1ccncc1)c1ccco1,1.3%,5.2
COC(=O)c1c(C(=O)OC)c2n(c1C)Cc1ccccc1C2,-0.3%,/
CCN1CSC(=S)N(Cc2ccc(OC)cc2)C1,-7.5%,-14.1
O=C(CCNC(=O)c1ccc(Br)o1)NCc1ccc(Cl)cc1,6.2%,/
CCN1CCN(C(=S)Nc2ccc(Cl)cc2Cl)CC1,0.4%,-2.3
Cc1nc2ccccc2c(=O)n1-c1ccc(F)cc1,-2.2%,9.8
CCN(CC)CCn1c(NCc2cccc(OC)c2)nc2ccccc21,0.4%,-3.0
Cc1ccc(S(=O)(=O)n2cc(-c3ccccc3)c(N)n2)cc1,7.2%,6.6
Cc1ccc(C)c(-c2cc(C(=O)NNC(=S)NCC(C)C)c3ccccc3n2)c1,4.7%,26.6
COc1cc(C(=O)NCc2ccccc2)cc(Br)c1OC,4.1%,7.7
COC(=O)c1cc(NS(=O)(=O)c2ccc(N3CCOCC3)c([N+](=O)[O-])c2)cc(C(=O)OC)c1,1.1%,10.8
CC(=O)Nc1cccc(NC=C(C#N)C#N)c1,6.5%,/
COc1ccc(N(C(C)=O)c2nc(C)cc(C)c2C#N)c(OC)c1,-3.7%,17.1

More compounds:
SMILES,GlmU inhibition,RmlCD inh 1536
CC(=O)c1ccc(OCC(O)CN2C(C)(C)CC(O)CC2(C)C)cc1 (stereo not given),0.5%,2.9
CCCNC(=O)c1c(CSc2ccc(Cl)cc2)noc1C(=O)NCc1ccccc1,1.4%,/
N/C(=N\OC(=O)COc1ccccc1Cl)c1ccc(Cl)cc1,10.3%,6.4
Cc1cc(NC(=O)CCCN2C(=O)c3cccnc3C2=O)no1,/,-3.6
Cc1ccc2cccc(SCC(=O)NCC#N)c2n1,3.7%,-7.3
CCc1ccc(NC(=O)C(=O)N/N=C(\C)CC(=O)Nc2ccccn2)cc1,1.5%,-5.9
CCOC(=O)CCCNC(=O)COC(=O)/C=C/c1ccc2c(c1)OCO2,-0.4%,6.8
O=C(Oc1ccc(N2C(=O)CCC2=O)cc1)c1ccccc1,5.6%,/
COc1ccc2nc(C3CCCCC3)c3c(c2c1)CCC3,4.4%,/
Cc1cc(C(=O)OCC(=O)Nc2ccc(F)c(F)c2F)c(C)o1,2.4%,8.9
CS(=O)(=O)c1ccc(Cl)c(NC(=O)COC(=O)c2c(Cl)cccc2Cl)c1,0.5%,-4.0
Cc1cc(C)nc(N2CCCC(C(=O)NCc3cccc(C(F)(F)F)c3)C2)n1 (stereo not given),-0.7%,22.6
CCn1c(COc2c(C)cccc2C)nnc1SCC(=O)N1CCN(c2ccccc2)CC1,1.3%,11.0
CCCc1n[nH]c2c1C(=O)C(C(=O)OC)C(C)(C)C2 (stereo not given),-5.3%,3.1
